Screening data as filed in PubChem.
p53ts 32C tox = kills p53ts cells at the permissive temperature; H1299-p53A138V at 32C, ATP luminescence viability, 24 h; Potency, µM (titrated, usually from 46.1 µM), inactives show top-dose activity change, negative = cytotoxicity, usual class: cytotoxic; hit rate 0.93% among 130,000; AID 924;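 note: 0% = DMSO and -100% = full killing by reference compound; nearly all actives have a fitted effect of over 55% in size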
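ATP-content luminescence (ATPlite) read-out after 24 h compound exposure at 32C in H1299-p53A138V cells (600/well). Tested up to 46 uM. Normalized to DMSO (0%) and 100 uM tamoxifen (100% killing); Hill-fit AC50.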
IkB sig inh = suppresses IkB signaling in ABC-DLBCL reporter cells; ABC-DLBCL IkBa-CBG/CBR dual luciferase ratio, 4 h; response scale: scaled: untreated 0%, proteasome inhibitor 100%; hit rate 0.04% among 110,000; Potency, µM (titrated, usually from 57.1 µM), for inactives: top-dose IkBa stabilization activation; active = well fitted curve in the direction sought with a large enough effect in the signal ratio, not every such curve was filed as active; inconclusive = small, poorly fitted or top-dose-only effect, or a change in a side signal; the % refers to the signal ratio;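 note: the direction sought is a rising ratio; 0% = basal untreated cells and 100% = reference inhibitor full response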
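In this assay, an IκBα–CBG68 fusion accumulates when IKK-driven degradation is blocked; native CBR normalizes for cell number. OCI-Ly3 cells were treated 4 h with compound and doxycycline, then green and red light read after Chroma-Glo addition.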
Imprint erasure = genomic imprint erasure induction | Potency, µM (doses to about 60.7 µM), without a hit: top-dose activity change, positive = activation, actives largely listed as activators | mouse ES Peg3-LacZ reporter, beta-gal luminescence, 40 h | hit rate 0.02% among 110,000;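 note: 0% = negative control wells on the plate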
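Readout: BetaGlo luminescence (5 min, room temp) for LacZ from the normally silent maternal Peg3 allele in female Peg3LacZ-Neo ES cells. Cells 300/well, 40 h, 37C, 5% CO2. Data normalized per plate to negative controls.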
p53ts 39C tox = kills p53ts cells at the nonpermissive temperature. Potency, µM (doses to about 46.1 µM), for the others: at the top dose activity change, negative = cell killing, most hits filed as cytotoxic. H1299-p53A138V viability at 39C, ATP luminescence, 24 h. hit rate 1.5% among 130,000. AID 902; note: nearly all actives have a fitted effect of over 55% in size
* = called active by the depositor; ? = inconclusive; · = not tested or not shown; [ ] = remark or other dose. Unless noted, calls come from the whole dose curve; as a rule, active = well fitted curve in the direction sought with a large enough effect; inconclusive = small, poorly fitted or top-dose-only effect, or another doubt; inactive = no such curve, though single readings can be large; an effect the other way counts as inactive or inconclusive. Unless noted, % is set by controls: 0 for no effect and ±100 for the full control effect; potency is the fitted concentration of half-maximal effect. The order is random, and some 1.7% of all compounds hit somewhere here.

Every second line gives: p53ts 32C tox, IkB sig inh, Imprint erasure, p53ts 39C tox
1: Cc1cc(NCCCn2ccnc2)n2nc(-c3ccc(F)cc3)cc2n1
  ?, 0.7%, -5%, ?
2: CCNc1nc(-c2ccc(Cl)cc2)cs1
  -11%, ?, -32%[inhibitor], -28%
3: CCOC(=O)CCN(c1ccccc1)S(=O)(=O)c1cc(-c2cc(C)no2)ccc1C
  -6%, -0.2%, -15%[10.9 µM], -13%
4: Cc1ccc2c(CC(=O)OCc3csc(C)n3)coc2c1
  14%, -2.9%, 4%, -14%
5: CCC1CCCCN1CCCNC(=O)Cn1nc(-c2ccccc2)ccc1=O (stereo not drawn)
  14%, 0.3%, ?, 10%
6: CCCn1nnc(NC(=O)c2ccc(-c3ccccc3)cc2)n1
  -24%, 0.6%, -51%[inhibitor], -26%
7: CCOC(=O)c1ccc(CSc2nnc(N)s2)cc1
  -11%, -0.4%, -36%[inhibitor], -17%
8: CN1C[C@@H](C(=O)N[C@]2(C)O[C@]3(O)[C@H]4CCCN4C(=O)[C@H](Cc4ccccc4)N3C2=O)C[C@H]2c3cccc4[nH]cc(c34)C[C@@H]21
  10%, -6.9%, ·, 6%
9: O=C(CSc1nnc(COc2ccc(Cl)cc2)o1)OC1CCCCC1
  -2%, 3.0%, -6%, 0%
10: O=C1CC(c2ccco2)Sc2nc3ccccc3n21 (stereo not drawn)
  19%, 9.6%, -8%, 6%
11: CCc1nn2c(=O)cc(COC(=O)c3ccc(NC(=O)c4cccs4)cc3)nc2s1
  -6%, 1.5%, 12%[10.9 µM], -14%
12: COc1ccc(NC(=O)CSC2=Nc3ccccc3C3=NC(Cc4ccccc4)C(=O)N23)cc1Cl (stereo not drawn)
  6%, -0.1%, -14%[10.9 µM], -24%
13: CCN(CC)c1ccc(C2NCC(c3ccc([N+](=O)[O-])cc3)O2)cc1 (stereo not drawn)
  -7%, ·, ·, 14%
14: CCc1cccc(C)c1NC(=O)c1cccc(N(C)C)c1
  3%, ·, ·, 2%
15: O=C(c1ccc(Cl)cc1)c1c[nH]cc1-c1ccccc1
  2%, ·, ·, -6%
16: CCOc1ccc(-c2nonc2NC(=O)COc2ccccc2)cc1
  11%, 0.4%, -7%[10.9 µM], -13%
17: CCC(=O)N1c2ccc(S(=O)(=O)CCC(=O)Nc3ccc(Br)c(C)c3)cc2CC1C (stereo not drawn)
  -2%, ?, -10%[10.9 µM], 26%
18: CCOC(=O)N1CCC(NC(=O)C(Cc2ccccc2)NC(=O)C2CCCCC2)CC1 (stereo not drawn)
  -3%, 1.5%, -15%, 7%
19: CCc1n[nH]c2c1/C(=N/O)CCC2
  5%, 0.0%, -7%, 8%
20: O=C(Nc1ccc(-c2nc3cc(Cl)ccc3o2)cc1)c1cc(Br)ccc1Cl
  ?, -2.8%, 4%[10.9 µM], 48%[activator]
21: CCCCn1cnc2c(cnn2-c2ccc(F)cc2)c1=O
  -27%, -1.2%, -19%, -9%
22: Oc1ccc([C@@H]2CNCc3sccc32)cc1O
  15%, 3.2%, ·, 19%
23: Cc1cccc2c1-c1sc(C(=O)N3CCN(c4ccccc4)CC3)cc1CO2
  11%, ?, -4%[10.9 µM], -24%
24: Cc1cccc(-n2c(CNC(=O)COc3ccccc3)nnc2SCC(=O)Nc2nccs2)c1
  1%, 0.0%, -8%, -12%
25: Cc1cc2oc3c(c(=O)c2cc1C)C(c1cccc(Br)c1)N(Cc1ccco1)C3=O (stereo not drawn)
  -8%, 7.3%, -15%, -3%
26: C#CCn1c(=O)c2c(ncn2C)n(C)c1=O
  4%, -6.6%, -9%, 26%
27: C=CCn1c(COc2ccccc2C)nnc1SCC(=O)O
  3%, 4.3%, -4%, 1%
28: Cc1cc(N2CCCC2)n2nc(C)c(-c3ccccc3)c2n1
  11%, -1.8%, -7%, 10%
29: O=C(O)c1ccc(NC(=O)c2cn(-c3ccccc3)nc2-c2ccc(Br)cc2)cc1
  28%, ?, -12%[10.9 µM], 2%
30: Cc1ccccc1NCc1cccn1-c1nnc(N2CCC(C)CC2)s1
  1%, ?, -13%[10.9 µM], 3%
31: O=c1c(=O)n(O)c2ccccc2n1O
  -3%, 1.7%, -4%, 4%
32: COC(=O)c1ccc(OC)c(CSc2nnc(COc3ccc(Cl)cc3)o2)c1
  0%, ?, -15%, -16%
33: COc1ccc(C(c2nnnn2CCc2ccccc2)N2CCN(C)CC2)cc1OC (stereo not drawn)
  -2%, -0.2%, -6%, 5%
34: CCOc1ccccc1NC(=O)c1c(NCc2ccc(OC)c(OC)c2OC)sc2c1CCC(C)C2 (stereo not drawn)
  25%, ?, -17%[10.9 µM], -1%
35: CN1CCN(C2CCCCCC2)CC1
  -6%, ·, ·, -1%
36: O=c1[nH]nc(Cc2ccccn2)c2ccccc12
  0%, -0.1%, -9%, 6%
37: CN1CCN(C(=O)c2ccc3c(c2)N(Cc2ccc(F)cc2)C(=O)c2ccccc2S3(=O)=O)CC1
  17%, ?, 18%[10.9 µM], 0%
38: N[C@@H](COP(=O)(O)O)C(=O)O
  -7%, -0.1%, ?, 22%
39: COc1ccc(-c2nc(SCC(=O)NCc3ccco3)c(-c3ccccc3)[nH]2)cc1OC
  1%, ?, 2%, -10%
40: Cc1ccc(CSC2=Nc3ccccc3C3=NC(CCC(=O)NCc4ccco4)C(=O)N23)cc1 (stereo not drawn)
  10%, -1.9%, -14%, -4%
41: Cc1nn(CCCC(=O)NCc2cccc(F)c2)c(=O)c2nn(-c3ccccc3)c(C)c12
  8%, ?, 7%[10.9 µM], -9%
42: CCCCCCC(=O)N(O)C1CC(=O)N(Cc2ccccc2)C1=O (stereo not drawn)
  -19%, 12%, -19%, -15%
43: O=C(O)C1C2C=CC(C2)C1C(=O)N1CCN(C/C=C/c2ccccc2)CC1 (stereo not drawn)
  -5%, -0.6%, -40%[inhibitor], 3%
44: CCc1nc(SCC(=O)NCCc2ccc(OC)c(OC)c2)c2c(=O)n(C)c(=O)n(C)c2n1
  -12%, -0.5%, -6%, 15%
45: Cn1cnnc1SC1CCCCC1NS(=O)(=O)c1ccc(Cl)cc1 (stereo not drawn)
  11%, ·, ·, 5%

46. COc1ccc2c(c1)[nH]c1c(N3CCN(Cc4ccc5c(c4)OCO5)CC3)ncnc12
47. CCOC(=O)CSc1nc(N)nc(C)c1Br
48. CCc1cc2cc3c(cc2nc1SCC(=O)N1CCN(C(=O)c2ccco2)CC1)OCO3
49. c1csc(-c2nn[nH]n2)c1
50. O=C(NCc1ccco1)c1nnc(Cc2ccc(F)cc2)o1

assay / entry | 46 | 47 | 48 | 49 | 50
p53ts 32C tox | -17% | 1% | 8% | -2% | -4%
IkB sig inh | · | 0.7% | ? | 0.6% | -0.7%
Imprint erasure | · | -2% | -15% | -11% | -2%
p53ts 39C tox | -25% | -5% | -1% | 12% | -9%

Sorted by SMILES length (lowest first): some entries from above
49. c1csc(-c2nn[nH]n2)c1
50. O=C(NCc1ccco1)c1nnc(Cc2ccc(F)cc2)o1
48. CCc1cc2cc3c(cc2nc1SCC(=O)N1CCN(C(=O)c2ccco2)CC1)OCO3

assay / entry | 49 | 50 | 48
p53ts 32C tox | -2% | -4% | 8%
IkB sig inh | 0.6% | -0.7% | ?
Imprint erasure | -11% | -2% | -15%
p53ts 39C tox | 12% | -9% | -1%

Taken from above:
IkB sig inh result of `O=C(NCc1ccco1)c1nnc(Cc2ccc(F)cc2)o1` : -0.7%
p53ts 32C tox result of `CCOc1ccccc1NC(=O)c1c(NCc2ccc(OC)c(OC)c2OC)sc2c1CCC(C)C2` (stereo not drawn) : 25%
p53ts 32C tox result of `Cc1ccccc1NCc1cccn1-c1nnc(N2CCC(C)CC2)s1` : 1%
IkB sig inh result of `CCCCCCC(=O)N(O)C1CC(=O)N(Cc2ccccc2)C1=O` (stereo not drawn) : 12%
p53ts 39C tox result of `O=c1[nH]nc(Cc2ccccn2)c2ccccc12` : 6%

Next section
51. c1ccc(C(c2ccccc2)N2CCN(Cc3nnnn3C3CCCC3)CC2)cc1
52. COC(=O)c1nnn(-c2nonc2N)c1CSc1ccc(Cl)cc1
53. CCC(CC)C(=O)N1c2ccccc2C(C)(c2ccccc2)CC1(C)C (stereo not drawn)
54. Cc1cc2cc3c(C)cc(=O)oc3c(C)c2o1
55. CCC1CCCCN1Cc1nc2c(c(=O)n(C)c(=O)n2C)n1CCCc1ccccc1 (stereo not drawn)

assay / entry | 51 | 52 | 53 | 54 | 55
p53ts 32C tox | 15% | 2% | 21% | 5% | 4%
IkB sig inh | ? | 2.0% | ? | -3.0%[25.6 µM] | 0.9%
Imprint erasure | -18% | -8% | -7%[10.9 µM] | -4% | 11%
p53ts 39C tox | 2% | 17% | -20% | -5% | 19%

Entries of single compounds, looked up by structure. Screens in order: p53ts 32C tox, IkB sig inh, Imprint erasure, p53ts 39C tox
`Cc1cc2cc3c(C)cc(=O)oc3c(C)c2o1` is listed as 5%, -3.0%[25.6 µM], -4%, -5%
`COC(=O)c1nnn(-c2nonc2N)c1CSc1ccc(Cl)cc1` is listed as 2%, 2.0%, -8%, 17%

Next section
56. COCCN1Cc2cccc(C(=O)Nc3ccccc3OC)c2C1=O
57. O=C(Nc1cc2c(cc1C(=O)c1ccc(Br)cc1)OCCO2)c1ccc(Cl)cc1
58. O=C(CN1N=C(c2ccc(Cl)cc2)CCC1=O)NCCc1ccc(Cl)cc1
59. O=C(O)C1C2C=CC(C2)C1C(=O)N1CCOCC1 (stereo not drawn)
60. Oc1ccc(Cn2cc[nH]c2=S)cc1

assay / entry | 56 | 57 | 58 | 59 | 60
p53ts 32C tox | -14% | 1% | 7% | -25% | -12%
IkB sig inh | -1.2% | 9.3% | ? | 0.8% | 3.9%
Imprint erasure | -9% | -6%[10.9 µM] | -13%[10.9 µM] | 0% | -11%
p53ts 39C tox | -1% | 6% | 22% | -5% | -4%

61. N#CCCn1c(=O)c(-c2ccc(F)cc2)nc2cnc(N3CCNCC3)nc21
62. O=C(c1cc2nc(C3CC3)cc(C(F)(F)F)n2n1)N1CCCC1
63. COc1ccc(-n2c(N3CCN(C)CC3)nc3sc4c(c3c2=O)CCCCC4)cc1
64. CC1CCCN(CCCNC(=O)c2cc(Sc3ccc(F)cc3)nc3ccccc23)C1 (stereo not drawn)
65. O=C(COc1ccccc1)Nc1ccccc1C(=O)NCc1ccco1

assay / entry | 61 | 62 | 63 | 64 | 65
p53ts 32C tox | -21% | 0% | 0% | -8% | -9%
IkB sig inh | -3.7%[11.4 µM] | 1.8% | 11% | -3.0% | ?
Imprint erasure | -29% | 4% | -5% | -10%[10.9 µM] | -33%[inhibitor]
p53ts 39C tox | -16% | 15% | -3% | -28% | -16%

66. CCOC(=O)c1cc(C)n(CC2CCC(C(=O)Nc3cc(OC)cc(OC)c3)CC2)c1C (stereo not drawn)
67. COc1ccccc1N1CCN(C(=O)c2ccc(NC(C)=O)cc2)CC1
68. COc1cccc(CNc2ccc(F)c(Cl)c2)c1O
69. CC(=O)c1cc2c(cc1NC(=O)CN1CCN(C(=O)c3ccco3)CC1)OCO2
70. Cc1ccc(C)c(N2CCN(S(=O)(=O)c3ccc4c(c3)C(C(C)C)C(=O)N4)CC2)c1 (stereo not drawn)

assay / entry | 66 | 67 | 68 | 69 | 70
p53ts 32C tox | 8% | 9% | 8% | 9% | 41%[activator]
IkB sig inh | ? | -0.2% | 3.3% | -1.0% | ?
Imprint erasure | 14%[10.9 µM] | -8% | 1% | -1% | -11%[10.9 µM]
p53ts 39C tox | 2% | 0% | -3% | 2% | ?

71. OC[C@H]1NC[C@@H](O)[C@@H](O)[C@H]1O
72. COc1ccc(-c2csc3ncnc(Nc4ccc(OC)c(OC)c4)c23)cc1
73. N#CCSc1nnc(Cc2cccs2)n1C1CCCCC1
74. Cc1cccc(NC(=O)Cn2c(=O)n(CCC(C)C)c(=O)c3cccnc32)c1
75. CCOC(=O)N1CCC(NC(=O)Cn2cccc2C(=O)c2ccccc2)CC1
76. CC1(C)Cc2ccccc2-c2nnc(SCC(=O)N3CCc4ccccc43)n21
77. O=C(O)CCN1C(=O)C2C3C=CC(C3)C2C1=O (stereo not drawn)

assay / entry | 71 | 72 | 73 | 74 | 75 | 76 | 77
p53ts 32C tox | 4% | -12% | 9% | 7% | -11% | 0% | -2%
IkB sig inh | -0.1% | -2.8% | -0.5% | -0.8% | 1.2% | 1.1% | 0.7%
Imprint erasure | -13% | -7%[10.9 µM] | -6% | -9%[10.9 µM] | -9% | -3% | -4%
p53ts 39C tox | -2% | -27% | -5% | -17% | -12% | 3% | -2%
